Bioassay records as filed in PubChem BioAssay.
PV pol inh: poliovirus RdRp elongation inhibitors, primary screen, biochemical, fluorescence polarization, total intensity | 150,000 tested, 0.66% active | poliovirus polymerase elongation; stronger effect = lower value | AID 588519, 2011 | % elongation, % (compound at 16.7 µg/mL) | Genome polyprotein (Poliovirus type 1 (strain Mahoney)), P03300; in the data active means % elongation below about 90%; further: some results filed as inactive read as strong as hits
Target sequence (P03300 1749-2209 limits assumed): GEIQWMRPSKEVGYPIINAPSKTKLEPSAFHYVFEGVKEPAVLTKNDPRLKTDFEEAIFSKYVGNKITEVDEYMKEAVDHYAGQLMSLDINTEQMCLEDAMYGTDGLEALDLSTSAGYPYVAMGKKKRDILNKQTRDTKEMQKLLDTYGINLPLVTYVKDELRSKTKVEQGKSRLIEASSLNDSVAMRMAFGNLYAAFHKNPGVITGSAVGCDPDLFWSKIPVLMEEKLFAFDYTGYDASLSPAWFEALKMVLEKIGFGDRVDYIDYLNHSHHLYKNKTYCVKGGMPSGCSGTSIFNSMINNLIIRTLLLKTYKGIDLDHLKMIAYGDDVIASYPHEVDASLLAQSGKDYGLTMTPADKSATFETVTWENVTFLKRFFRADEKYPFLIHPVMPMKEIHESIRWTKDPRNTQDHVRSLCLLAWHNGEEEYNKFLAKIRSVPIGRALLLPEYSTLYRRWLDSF
PV pol inh FP z-score: further read-out of PV pol inh, marked with its call; z-score; measured here: FP z-score; hits read low
Numbers without * were called inactive; & = joins results of further samples. A portion of the library; count on the stated rates, not on these rows.

SMILES	PV pol inh	PV pol inh FP z-score
Cc1ccc(C(=O)c2cn(CC(=O)NC3CCCCC3)c3nc(C)ccc3c2=O)cc1	105	-0.6
COc1ccc(CNC(=O)c2ccc3c(c2)CCN3S(=O)(=O)c2ccc(C)cc2)cc1	107	0.1
Cc1c(OCC(=O)O)ccc2c(-c3ccccc3)cc(=O)oc12	104	0.2
COc1ccc(C2NC(=O)N(C)C3=C2C(=O)N(c2ccc(C)cc2)C3)cc1 (centres undefined)	104	0.1
CN(C(=S)NCc1ccco1)c1ccccc1	101	0.1
OC(Cc1nc2ccccc2[nH]1)c1nc2ccccc2[nH]1 (centres undefined)	101	-0.1
CCC(C(=O)NCc1cccnc1)c1ccccc1 (centres undefined)	102	0.2
CC1=CC(C)C2(COC(=O)Nc3ccccc3)COC(c3cccnc3)C1C2C (centres undefined)	113	0.9
CCOC(=O)c1ccc(NC(=O)Cn2cc(C(=O)c3cccs3)c3ccccc32)cc1	103	-0.2
CC(=O)Nc1cccc(NC(=O)C2CC(=O)N(C3CCCCC3)C2)c1 (centres undefined)	101	0.5
O=C(O)CN(Cc1ccccc1)C(=O)C(F)(F)F	102	0.2
Cc1cc(C)n(-c2ccc(CSc3nnc(C4CC4)n3Cc3ccccc3)cc2)n1	103	-0.1
CCC(CC)C(=O)Nc1c(C(=O)N2CCN(c3ccccc3)CC2)oc2ccccc12	105	-0.6
CCn1c(C)nc2cc(C(=O)OC)ccc21	102	0.1
N#Cc1cccc(C(=O)NCc2ccccc2)c1	102	-0.3
COC(=O)[C@H](C)NC(=O)c1cccc(C)c1	105	0.3
CCOC(=O)C1CCN(c2csc3ccccc3c2=O)CC1	100	-0.2
O=C1COc2cc(S(=O)(=O)N3CCCCCC3)ccc2N1	104	0.5
COc1ccc(OC)c2sc(N(Cc3cccnc3)C(=O)c3ccc(C(C)=O)cc3)nc12	103	-0.9
CCn1c(CNC(=O)Cc2ccc(OC)cc2)nnc1SCCOc1ccccc1	99	-0.9
COCC(C)NC(=O)c1cccs1 (centres undefined)	105	0.2
Cn1ccnc1Sc1ccc(S(=O)(=O)N2CCCC2)cn1	104	0.1
CCCNC(=O)N1CCN(c2ncccn2)CC1	103	0.9
COc1ccc(Cl)cc1NC(=O)c1ccc2c(c1)CCCN2S(C)(=O)=O	109	0.8
COc1ccc(OC)c(CNC(=O)CSc2c3c(nc4cc(Cl)ccc24)CCCC3)c1	74*	-3.7*

Next entries
SMILES	PV pol inh	PV pol inh FP z-score
CCCCN(C)S(=O)(=O)c1ccc(-c2ccc(=O)[nH]n2)s1	101	-0.2
COc1ccc(-c2cn3c(n2)sc2cc(C(=O)Nc4c(C)cccc4C)ccc23)cc1	109	0.5
COC(=O)CNC(=O)c1cccc(F)c1	101	0.2
O=C1c2ccc(Oc3ccc4c(c3)C(=O)N(c3ncccn3)C4=O)cc2C(=O)N1c1ncccn1	100	-0.8
CCOc1ccc(C2c3[nH]c4ccccc4c3CCN2C(=O)CCc2ccccc2)cc1 (centres undefined)	122	3.6
Cc1ccc(NC(=O)CSC2=NC3(CCCCC3)Nc3ccccc32)cc1	100	-0.9
CCOc1cccc(/C=N/n2c(=O)[nH]c3ccccc3c2=O)c1OC	98	-0.6
c1ccc(CNn2cnnc2)cc1	103	0.5
CC1=C(c2ccc(C)c(C)c2)S(=O)(=O)N=C1N1CCC(C(=O)NCc2ccc(Cl)cc2)CC1	114	0.9
O=C(CC(O)(c1ccccc1)C(F)(F)F)c1ccccc1 (centres undefined)	103	0.2
CC(C)C1N=C2c3ccccc3N=C(SCC(=O)NCc3ccccc3Cl)N2C1=O (centres undefined)	96	-1.7
CCC1CCCCN1CCCNC(=O)c1cn(C)c2ccc(S(=O)(=O)N(C)C3CCCCC3)cc2c1=O (centres undefined)	30*	-14*
Cc1ccc(CNC(=O)CSc2ncc(S(=O)(=O)c3ccc(C)c(Cl)c3)c(=O)[nH]2)cc1	104	-0.6
C=CCn1c(=N)c(-c2nc3ccccc3s2)cc2c(=O)n3ccccc3nc21	96	-2.2
COc1ccc(OC(C)C(=O)NCCC2=CCCCC2)cc1 (centres undefined)	99	-0.4
COC(=O)c1ccc(-c2ccco2)n1Cc1cccc(F)c1	104	0.5
Cc1cccc(-c2c3c(=O)n(C)c(=O)n(C)c3cn2-c2cc(N)c(Cl)cc2Cl)c1	110	0.9
Cc1ccccc1Oc1nc2ccccn2c(=O)c1/C=C(\C#N)c1nc2ccccc2[nH]1	107	0.7
O=C(Cn1c(=O)oc2ccccc21)NC1CCCc2ccccc21 (centres undefined)	100	-0.4
O=C(CCC(=O)N1CCSc2ccccc21)NC1CCCC1	99	-1.1
Cc1cc(=O)n(Cc2ccccc2)c(=O)n1Cc1ccccc1	104	0.6
CCOc1ccc(CNC(=O)c2cc3ccccn3n2)cc1OC	98	-1.9
O=C(Oc1ccccc1)Oc1ccc2oc(=O)sc2c1	100	-0.2
CC(=O)N1CCCc2cc(S(=O)(=O)Nc3ccc(Cl)cc3F)ccc21	111	0.9
COc1ccccc1NC(=O)C1=C(C)Nc2nc(SCC(=O)c3ccc(C)cc3)nn2C1c1ccccc1C (centres undefined)	112	1.2

(further entries)
SMILES	PV pol inh	PV pol inh FP z-score
O=C(COc1ccccc1F)Nc1ccc(-c2nc3ccccc3s2)cc1	101	-0.4
COc1ccc(NC(=O)c2ccco2)cc1NC(=O)Cc1ccccc1	104	0.1
CC(C)C1C(=O)Nc2ccc(S(=O)(=O)NCCc3ccccc3)cc21 (centres undefined)	101	0
COc1ccc(CC(=O)N2CCC3(CC2)Nc2ccccc2S(=O)(=O)N3)cc1	102	0.3
Cc1ccc2nc3c(cc2c1)c(=O)oc1ccccc13	102	0.3
COc1ccc(C2CC(=O)c3c([nH]c(C(=O)OC4CCCCCC4)c3C)C2)cc1OC (centres undefined)	110	1.1
CCOC(=O)C1(c2csc(N)n2)COC(=O)C1 (centres undefined)	104	0.1
CCOc1ccccc1OCCCC(=O)Nc1cccc(-n2cnnn2)c1C	105	0.6
Cc1cccc(-n2c(CC3C(=O)Nc4ccc(C)cc43)nc3ccccc3c2=O)c1 (centres undefined)	107	-0.2
Cc1nc2ccc(C(=O)O)cc2c2c1CC(C)S2 (centres undefined)	103	0.4
O=C(Nc1ccccc1)OCC1CCCN2CCCCC12 (centres undefined)	100	0.1
COC(=O)Nc1ccc(S(=O)(=O)N2CCCc3ccccc32)cc1	101	0.1
O=S(c1nc2ccccc2s1)N1CCOCC1 (centres undefined)	104	0.2
Cc1ccc(S(=O)(=O)N2CCN(S(=O)(=O)c3c(C)n[nH]c3C)CC2)cc1C	96	-0.9
CCN(CC)S(=O)(=O)c1ccc2c(c1)N(CC(=O)Nc1cccc(C#N)c1)C(=O)CO2	105	0
COc1cccc(Oc2ccc(C(F)(F)F)cc2Nc2nc3ccccc3o2)c1	81*	-3.2*
O=S(=O)(c1cccc2c(I)cccc12)N1CCCNCC1	103&101	0.5&0.2
COc1ccc(N2C(=O)CC(C(C)c3ccccc3)C2=O)cc1 (centres undefined)	102	0
Cc1c(Cl)cccc1NC(=O)CSc1cc(-c2ccccc2)ncn1	103	0
COc1ccc(S(=O)(=O)N2CCC(n3c(C)nc4cccnc43)CC2)cc1Cl	118	2.3
O=C(c1ncoc1-c1ccc2ccccc2c1)N1CCN(c2ccccc2)CC1	101	-0.4
CCc1ccc2nc(N3CCN(C(=O)C4CC4)CC3)sc2c1	111	1
CCN(CC)S(=O)(=O)c1ccc2c(c1)n(CC)c(=O)n2CC	103	0.6
N#Cc1c2c(c(O)[nH]c1=O)CN(Cc1ccccc1)CC2	104	0
CCCCNC(=O)c1c[nH]c2c(F)cccc2c1=O	102	-0.1

Part of the list above, with values under each structure:
Order of results – PV pol inh | PV pol inh FP z-score
> O=C1COc2cc(S(=O)(=O)N3CCCCCC3)ccc2N1
 : 104 | 0.5
> COc1ccc(OC)c2sc(N(Cc3cccnc3)C(=O)c3ccc(C(C)=O)cc3)nc12
 : 103 | -0.9
> CCn1c(CNC(=O)Cc2ccc(OC)cc2)nnc1SCCOc1ccccc1
 : 99 | -0.9
> COCC(C)NC(=O)c1cccs1 (centres undefined)
 : 105 | 0.2
> Cn1ccnc1Sc1ccc(S(=O)(=O)N2CCCC2)cn1
 : 104 | 0.1
> CCCNC(=O)N1CCN(c2ncccn2)CC1
 : 103 | 0.9

Continued.
SMILES	PV pol inh	PV pol inh FP z-score
CCOC(=O)c1ccc2c(c1)C(=O)N(c1cccc(C)c1)C2=O	100	-0.4
O=C(O)CCCN1C(=O)C2C3c4ccccc4C(c4ccccc43)C2C1=O (centres undefined)	102	1.1
CCCn1c(CCC(=O)Nc2cc(C(=O)OC)cc(C(=O)OC)c2)nc2cccnc21	105	0
CC1CCC(N2CC(=O)N(Cc3ccc4c(c3)OCO4)C(c3ccc(F)cc3)C2=O)CC1 (centres undefined)	99	-0.5
COc1ccc(C(CNC(=O)c2oc3ccc(C)cc3c2C)N2CCCCC2)cc1 (centres undefined)	101	-0.5
COc1ccc(NC(=O)CN2C(=O)C3(SCC(=O)N3c3cccc(OC)c3)c3ccccc32)cc1 (centres undefined)	104	0
COC(=O)c1cc(=O)n2c(-c3cccs3)nnc2s1	102	0.1
O=C(OC1c2ccccc2C(=O)N1Cc1ccccc1)c1cccc(Cl)c1 (centres undefined)	104	0.7
COc1ccc(C(=O)NCc2nnc(SCc3nc4ccccc4c(=O)[nH]3)n2C)cc1	99	-1
COCCn1c(SCC(=O)c2ccc(F)cc2)nc2cc(C(=O)NC3CCCC3)ccc2c1=O	106	-0.2
CCOC(=O)c1ccc(NC(=O)CSc2nnc3c4ccccc4n(CC)c3n2)cc1	109	1
CC1CCCC(NC(=O)COC(=O)c2n[nH]c3ccccc23)C1C (centres undefined)	100	-0.5
Cc1cc(C(=O)NNc2ccc(C(C)C)cc2)n(C(C)(C)C)n1	101	0
COc1ccccc1NC(=O)C1=C(C)Nc2ncnn2C1c1ccccn1 (centres undefined)	105	-0.1
O=C1Oc2ccccc2C(=O)/C1=C/N1CCCCC1	98	-0.6
O=S(=O)(c1ccc(Cl)cc1)c1nnn2c1nc(NC1CCCCC1)c1sccc12	108	0.2
COCCNC(=O)c1nn(-c2ccc(C)cc2)c(=O)c2c1c1ccccc1n2C	105	-0.7
C=CCn1c(SCC(=O)Nc2c(C)n(C)n(-c3ccccc3)c2=O)nnc1-c1ccncc1	103	0.1
Cc1ccc(NC(=O)Cn2c(=O)ccc3cc(S(=O)(=O)N4CCC(C)CC4)ccc32)cc1Cl	102	-1.1
COc1ccccc1CNc1nc2nc(C)c(Cl)c(C)n2n1	114	0
CC1CCN(c2cc(N(C)C)c3noc4c3c2C(=O)c2ccccc2-4)CC1	103	0.2
CC1=C(C#N)C(c2ccccc2)C2=C(CC(c3ccc(Br)cc3)CC2=O)O1 (centres undefined)	100	-0.1
Cc1cc(C)n2nc(N3C(=O)CCC3=O)nc2n1	104	1.1
CN(C)C(Cn1c(=S)[nH]c2ccccc2c1=O)c1ccccc1 (centres undefined)	104	0.2
O=C(Nc1nnc(N2CCCCCC2)s1)Nc1cc(F)ccc1F	104	-0.8

(list continues)
SMILES	PV pol inh	PV pol inh FP z-score
COCCNC(=O)Cn1cc(C=C2C(=O)N(C)C(=O)N(C)C2=O)c2ccccc21	79	-4
CN=c1scc(-c2ccc(Br)s2)n1/N=C1\C(=O)Nc2ccccc21	47	-6
Cc1nccn1C(=O)c1ccccc1C(=O)O	101	0
c1ccc(CCCc2nc(-c3ccccn3)no2)cc1	101	-0.2
CCC(=O)Nc1nc(-c2ccc(OC)cc2)cs1	105	0.9
CC(C)CC1N=C2c3ccccc3N=C(SCC(=O)NCCc3ccc(Cl)cc3)N2C1=O (centres undefined)	105	-0.1
COc1ccccc1C1C=C(c2ccc(Cl)cc2)Nc2nc(-c3ccc(Cl)cc3)nn21 (centres undefined)	110	-0.2
COc1ccc(CCNc2ncnc3c2cnn3-c2cccc(Cl)c2)cc1	102	-0.8
FC(F)(F)c1cc(-c2ccco2)nc(N2CCCC2)n1	100	-0.9
NC(=O)CN1C(=O)c2cccc3cccc1c23	113	1
O=C1NC(=O)N(C2CCCCC2)C(=O)/C1=C\c1ccc(-c2ccc(C(=O)O)cc2)o1	100	-0.3
C/C(=N\N=C1/NC(=O)CS1)c1cccc2ccccc12	102	0
Cc1cc(C)cc(N2C(=O)CSC2c2cccs2)c1 (centres undefined)	105	0.9
COc1ccc(CNC(=O)CN2N=C(c3ccc(Cl)cc3)CCC2=O)c(OC)c1	103	0.7
CCOC(=O)c1nc(NCc2ccccc2)c2ccccc2n1	102	0.2
CC(=O)OC1C(OC(C)=O)N(C)C(=O)N1C (centres undefined)	105	0.3
CCC(=O)N1CCN(c2ccc(NC(=O)c3ccccc3)cc2)CC1	104	0.6
Cc1cc(NC(=O)c2ccc(-c3ccc(Br)cc3)o2)cc(-c2nc3ncccc3o2)c1O	107	0.6
Cc1cc(=O)[nH]n(CCO)c1=O	104	0.8

Copied from the listing, 5 compounds:
SMILES	PV pol inh	PV pol inh FP z-score
Cc1nccn1C(=O)c1ccccc1C(=O)O	101	0
c1ccc(CCCc2nc(-c3ccccn3)no2)cc1	101	-0.2
CCC(=O)Nc1nc(-c2ccc(OC)cc2)cs1	105	0.9
CC(C)CC1N=C2c3ccccc3N=C(SCC(=O)NCCc3ccc(Cl)cc3)N2C1=O (centres undefined)	105	-0.1
COc1ccccc1C1C=C(c2ccc(Cl)cc2)Nc2nc(-c3ccc(Cl)cc3)nn21 (centres undefined)	110	-0.2
